From PubChem
CHRM1 PAM: human M1 muscarinic receptor positive allosteric modulators, primary screen, CHO-K1 cells, Fluo-8 calcium fluorescence, 1536-well | CHO-K1 hM1, ACh EC20; 0% = ACh EC20, 100% = maximal ACh | 360,000 compounds, 0.088% hits | Muscarinic acetylcholine receptor M1 (Homo sapiens), P11229 | activation, % at 3 µM; in the data active means activation above about 19%, passing the limit was not always enough
Target sequence (P11229 whole entry, looked up): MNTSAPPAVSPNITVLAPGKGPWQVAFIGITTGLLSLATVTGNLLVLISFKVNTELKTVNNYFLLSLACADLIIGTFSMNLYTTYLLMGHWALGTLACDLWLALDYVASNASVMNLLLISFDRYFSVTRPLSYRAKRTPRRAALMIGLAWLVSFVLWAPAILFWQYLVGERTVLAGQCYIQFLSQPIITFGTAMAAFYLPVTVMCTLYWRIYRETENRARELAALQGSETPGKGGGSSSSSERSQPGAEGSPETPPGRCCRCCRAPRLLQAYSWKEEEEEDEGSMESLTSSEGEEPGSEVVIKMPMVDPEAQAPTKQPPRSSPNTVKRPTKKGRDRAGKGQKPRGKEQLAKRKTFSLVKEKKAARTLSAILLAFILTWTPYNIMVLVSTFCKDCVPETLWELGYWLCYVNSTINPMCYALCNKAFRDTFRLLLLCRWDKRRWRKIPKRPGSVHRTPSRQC
TAAR1 ag: human TAAR1 agonists, primary screen, Fluo-8 calcium fluorescence, CHO RD-HGA16 cells | 360,000 compounds, 0.99% hits | Trace amine-associated receptor 1 (Homo sapiens), Q96RJ0 | activation, % at 3 µM | vehicle wells 0%, saturating PEA agonist 100%;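 active means activation above the mean activation of all test compounds in the run plus 3 SD, cut at about 38% in these data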
Target sequence (Q96RJ0 whole entry, looked up): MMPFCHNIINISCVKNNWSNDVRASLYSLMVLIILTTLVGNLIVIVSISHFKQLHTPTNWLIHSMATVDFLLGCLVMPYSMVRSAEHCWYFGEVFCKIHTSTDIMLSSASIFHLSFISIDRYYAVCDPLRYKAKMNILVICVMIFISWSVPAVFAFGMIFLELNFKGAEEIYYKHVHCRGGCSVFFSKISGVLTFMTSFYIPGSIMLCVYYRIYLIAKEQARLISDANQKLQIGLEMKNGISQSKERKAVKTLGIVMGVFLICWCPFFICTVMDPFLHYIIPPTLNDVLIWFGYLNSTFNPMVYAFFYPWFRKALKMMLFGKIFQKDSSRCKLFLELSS
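Repeats: no replicates (n 1) | Material: CHO-derived RD-HGA16 cells with stable Gα16 and human TAAR1 | Technique: Kinetic Fluo-8 calcium fluorescence | Schedule: 17-24 h seeding, 75 min 37 °C dye, 30 min RT | Evaluation: % activation from peak over basal fluorescence ratio, DMSO-to-PEA scaled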
CHO-K1 Ca antag: M1 antagonist counterscreen hit in parental CHO-K1 cells. ATP-induced calcium, Fluo-8 fluorescence. inhibition, % at 3 µM. 360,000 compounds, 0.6% hits. AID 602250;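 active means inhibition above a per-plate cutoff, the plate's mean sample inhibition plus 3 SD, cut at about 24% in these data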;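 further: 0% = DMSO plus EC80 ATP and 100% = DMSO alone without ATP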
TAAR1 antagonist: human TAAR1 antagonists, primary screen, Fluo-8 calcium fluorescence, CHO RD-HGA16 cells; inhibition, % at 3 µM; 360,000 compounds, 1.5% hits; antagonist; AID 624466, 2012; Trace amine-associated receptor 1 (Homo sapiens), Q96RJ0;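 active means inhibition above a per-plate cutoff, the mean inhibition of test compounds on that plate plus 3 SD, cut at about 49% in these data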;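 further: 0% = DMSO plus EC80 beta-PEA response and 100% = DMSO alone without agonist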
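System: RD-HGA16 CHO cells with stable hTAAR1 and Gα16 | Probe or stimulus: EC80 β-phenethylamine stimulus | Dosing: 3 µM, single point | Times: Dye loading 75 min at 37 °C, then 30 min room temperature | Measured by: Fluo-8 calcium-sensitive fluorescence | Read-out basis: % inhibition of agonist calcium response | Replicates: n of 1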
CHRM1 antagonist: human M1 muscarinic receptor antagonists, primary screen, CHO-K1 cells, Fluo-8 calcium fluorescence, 1536-well; Muscarinic acetylcholine receptor M1 (Homo sapiens), P11229; CHO-K1 hM1, ACh EC80 antagonist; inhibition, % at 3 µM; 360,000 compounds, 1.3% hits;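 active means percent inhibition above its own plate's cutoff, namely the mean of that plate's compound wells plus 3 SD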;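 further: peak over basal fluorescence ratio during 140 s after agonist addition; 0% = ACh EC80 plus DMSO and 100% = DMSO alone without agonist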
CHRM1 agonist: human M1 muscarinic receptor agonists, primary screen, Fluo-8 calcium fluorescence, CHO-K1 cells, HTS; CHO-K1 hM1, agonist mode; 0% DMSO, 100% acetylcholine EC100; 360,000 compounds, 0.33% hits; activation, % at 3 µM;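 active means activation above the run's mean compound activation plus 3 SD, cut at about 16% in these data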;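 further: peak over basal fluorescence ratio within a 140 s kinetic read after compound addition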
M1 PAM parental: nonselective calcium activators in parental CHO-K1 cells, primary screen, counter-screen for M1 PAM project, cell-based, Fluo-8 calcium fluorescence, full deck, 1536-well. ATP EC20; 0% at ATP EC20, 100% at ATP max. activation, % at 3 µM. 360,000 compounds, 0.02% hits. AID 602247, 2012;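 active means activation above the run cutoff, the mean activation of all test compounds plus 3 SD, cut at about 40% in these data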;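 further: peak over basal fluorescence ratio in a 140 s read after ATP addition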
M1 ag parental: counter-screen for M1 agonists: effect in parental CHO-K1 cells; activation, % at 3 µM; Fluo-8 calcium fluorescence; scaled to maximal ATP response, vehicle zero; AID 602248, 2012; 360,000 compounds, 0.48% hits; in the data active means activation above about 15%;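 further: untransfected CHO-K1 host cells lacking M1 receptor as counterscreen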
CHO parental Ca: ATP-evoked calcium signal inhibitors, parental CHO, primary screen, counter-screen for OX1R antagonist project, cell-based, fluorescence, Fluo-8 calcium dye; 330,000 compounds, 0.63% hits; AID 463079, 2010; parental CHO-K1, ATP-induced calcium, Fluo-8 fluorescence; inhibition, % at 5.6 µM;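 active means inhibition above that plate's mean sample inhibition plus 3 SD, cut at about 26% in these data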;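 further: 0% = ATP-challenged DMSO wells and 100% = DMSO wells without ATP; some compounds past the cut are filed as inactive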
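material = parental CHO cells | also added = ATP as calcium-mobilizing challenge | dosing = single point at 5.6 µM | detection = intracellular calcium via Fluo-8 no-wash fluorescent dye | read-out = % inhibition | benchmarks = low control ATP plus DMSO, high control DMSO only | repeats = one well per compound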
* hit, by the source's call; · = not tested or not shown.

SMILES	CHRM1 PAM	TAAR1 ag	CHO-K1 Ca antag	TAAR1 antagonist	CHRM1 antagonist	CHRM1 agonist	M1 PAM parental	M1 ag parental	CHO parental Ca
CCOc1ccc(CCNC(=O)C2CSC3(C)CCC(=O)N23)cc1OCC (stereo not given)	8	-1	-12	-19	-14	-3	22	0.8	-22
S=C(Nc1cccnc1)Nc1ccccn1	14	·	7	·	-4	-2	3	0.2	-4
COc1ccc(/C=C/c2nc(-c3ccccc3)cc(=O)[nH]2)cc1	10	0	0	19	-8	0	7	1.1	-25
NS(=O)(=O)c1cccc(NC(=O)CCc2ccc(S(=O)(=O)N3CCOCC3)cc2)c1	12	1	-3	-12	-17	-4	10	1.7	·
O=C1NC[C@@H](CCCCN2C[C@H](Cc3ccccc3)N(CCc3ccccc3)C(=O)C2=O)N(CCc2ccccc2)C1=O	·	2	-14	-7	·	·	-9	0.3	·
CC(=O)/C=N/Nc1ccccc1	10	18	-12	15	-13	-5	19	0.1	-2
O=C(N/C(=C\c1cccnc1)C(=O)N1CCOCC1)c1ccco1	5	2	2	-11	-6	-4	14	0.2	4
Cc1cc(C)nc(SCC(=O)N2CCC(C(N)=O)CC2)n1	9	5	-20	8	-16	-3	15	1.2	2
COC(=O)c1ccc(CNC(=O)Cn2cnnn2)cc1	-3	1	-7	-3	0	-4	-10	1.0	·
COc1ccccc1N1C(=O)c2ccccc2NC1c1cc(OC)c(OC)c(OC)c1 (stereo not given)	11	4	-8	-16	-13	-2	13	0.5	-11
NNC(=O)/C(=C\c1ccc(Br)cc1)NC(=O)c1cccs1	3	2	-2	-8	3	-5	6	0.3	-6
COc1ccc(Cl)cc1NC(=O)c1cnccn1	3	5	-7	-23	-7	-3	17	0.0	-9
O=C(Cc1cccs1)Nn1c(Cc2cccs2)nc2ccccc2c1=O	-5	·	30*	·	18	-7	-13	0.1	-11
COc1ccc(/C=N/n2c(C)nc3ccccc3c2=O)cc1	8	1	-11	13	-14	-3	4	1.2	-11
Cc1cc(=O)[nH]c(N2CCCNCC2)n1	5	·	8	·	-15	-6	-4	-0.2	-2
C=CCN1C(=O)CSC1=Nc1ccc(O)cc1	15	10	-12	-4	-15	2	10	0.8	-2
O=C(CN1CCN(c2ccc(Cl)cc2)CC1)NCc1cccs1	11	6	2	-3	-7	-5	-10	-0.2	-20
CCOC(=O)C1c2cccc(O)c2CCN1C(C)=O (stereo not given)	13	2	-3	-12	-22	-1	9	1.3	·
O=C(/C=C/c1ccc(S(=O)(=O)N2CCOCC2)cc1)NCc1ccc(Cl)cc1	6	4	-3	1	-5	-4	9	3.4	1
O=C(Nc1ccc(Cl)cc1F)C1CC1	9	0	-8	-26	-5	-6	20	0.4	5
COC(=O)[C@@]1(Cc2ccccc2)[C@H]2C(=O)N(C)C(=O)[C@H]2[C@H]2CN=C(SCC(=O)c3ccccc3)N21	-32	1	-2	2	102*	-11	9	0.8	2
CCc1ccccc1NC(=O)c1cc(-c2cccc(O)c2)on1	-14	7	-1	8	20	-8	19	2.2	-9
Cc1cccc(NC(=S)NCCN2CCOCC2)c1	10	2	-15	-2	-6	-7	24	0.4	-11
O=C(O)CCC(=O)Nc1nc2nccc(-c3ccccc3)n2n1	3	-1	-5	-2	-8	-2	13	0.3	-7
O=C(c1ccc(-c2nnc(Nc3ccccc3)c3ccccc23)cc1)N1C[C@H]2C[C@H](C1)c1cccc(=O)n1C2	5	14	8	-5	-5	-4	-10	-0.1	-15
O=C(Cc1ccccc1F)Nc1ccc(S(=O)(=O)Nc2ncccn2)cc1	8	14	6	-12	-7	-4	1	0.2	-7
Cc1nc(CNC(=O)CC2C(=O)NCCN2Cc2ccoc2)nc2c1CCCC2 (stereo not given)	10	3	-3	-13	-9	-3	18	0.7	3
Cc1ccc(-n2nnnc2CNC(=O)c2ccc([N+](=O)[O-])o2)cc1C	3	0	8	7	-3	-5	-5	0.3	2
Cc1ccc(F)c(NC=C2C(=O)OC(C)(C)OC2=O)c1	9	13	-3	11	-18	2	12	0.5	-5
COc1ccc(Cl)cc1NC(=S)NNC(=O)C1(C)CC1(Cl)Cl (stereo not given)	-1	4	-4	20	0	0	-1	3.3	-6

13 entries from above, with two lines to a compound:
Values run as follows: CHRM1 PAM | TAAR1 ag | CHO-K1 Ca antag | TAAR1 antagonist | CHRM1 antagonist | CHRM1 agonist | M1 PAM parental | M1 ag parental | CHO parental Ca
COc1ccc(/C=C/c2nc(-c3ccccc3)cc(=O)[nH]2)cc1
 : 10 | 0 | 0 | 19 | -8 | 0 | 7 | 1.1 | -25
NS(=O)(=O)c1cccc(NC(=O)CCc2ccc(S(=O)(=O)N3CCOCC3)cc2)c1
 : 12 | 1 | -3 | -12 | -17 | -4 | 10 | 1.7 | ·
O=C1NC[C@@H](CCCCN2C[C@H](Cc3ccccc3)N(CCc3ccccc3)C(=O)C2=O)N(CCc2ccccc2)C1=O
 : · | 2 | -14 | -7 | · | · | -9 | 0.3 | ·
CC(=O)/C=N/Nc1ccccc1
 : 10 | 18 | -12 | 15 | -13 | -5 | 19 | 0.1 | -2
O=C(N/C(=C\c1cccnc1)C(=O)N1CCOCC1)c1ccco1
 : 5 | 2 | 2 | -11 | -6 | -4 | 14 | 0.2 | 4
Cc1cc(C)nc(SCC(=O)N2CCC(C(N)=O)CC2)n1
 : 9 | 5 | -20 | 8 | -16 | -3 | 15 | 1.2 | 2
COC(=O)c1ccc(CNC(=O)Cn2cnnn2)cc1
 : -3 | 1 | -7 | -3 | 0 | -4 | -10 | 1.0 | ·
COc1ccccc1N1C(=O)c2ccccc2NC1c1cc(OC)c(OC)c(OC)c1 (stereo not given)
 : 11 | 4 | -8 | -16 | -13 | -2 | 13 | 0.5 | -11
NNC(=O)/C(=C\c1ccc(Br)cc1)NC(=O)c1cccs1
 : 3 | 2 | -2 | -8 | 3 | -5 | 6 | 0.3 | -6
COc1ccc(Cl)cc1NC(=O)c1cnccn1
 : 3 | 5 | -7 | -23 | -7 | -3 | 17 | 0.0 | -9
O=C(Cc1cccs1)Nn1c(Cc2cccs2)nc2ccccc2c1=O
 : -5 | · | 30* | · | 18 | -7 | -13 | 0.1 | -11
COc1ccc(/C=N/n2c(C)nc3ccccc3c2=O)cc1
 : 8 | 1 | -11 | 13 | -14 | -3 | 4 | 1.2 | -11
Cc1cc(=O)[nH]c(N2CCCNCC2)n1
 : 5 | · | 8 | · | -15 | -6 | -4 | -0.2 | -2

Continuation.
SMILES	CHRM1 PAM	TAAR1 ag	CHO-K1 Ca antag	TAAR1 antagonist	CHRM1 antagonist	CHRM1 agonist	M1 PAM parental	M1 ag parental	CHO parental Ca
NS(=O)(=O)c1cccc(NC(=O)CN2CCN(Cc3ccc4c(c3)OCO4)CC2)c1	1	0	14	-6	4	-5	-9	-0.5	-9
COCC(=O)N(C)c1nnc(-c2ccccn2)s1	5	15	-13	-1	-28	-2	17	0.3	5
CSc1ccccc1-c1ccc2nccn2c1	-25	0	19	-3	35*	-9	-4	0.6	·
COc1ccc(CCNC(=O)CSCC(=O)Nc2ccccc2)cc1OC	9	6	-17	-22	-13	-4	26	1.5	-10
CCOC(=O)C[C@H]1c2cc(F)ccc2S(=O)(=O)N1c1ccccc1	2	9	-10	5	-3	-8	-6	-0.3	-16
Cc1cccc(S(=O)(=O)NCCC(=O)OC(C)C(=O)NC(=O)NC2CCCCC2)c1 (stereo not given)	6	9	-9	-16	-35	-1	20	3.9	-21
CC1CCCN(C(=S)Nc2ccc3nc4n(c(=O)c3c2)CCCCC4)C1 (stereo not given)	-1	8	14	-14	-6	-9	-6	1.9	-23
CC(C)Cc1nnc(NC(=O)CSc2ncn[nH]2)s1	1	1	-12	3	-12	-6	7	0.9	12
COCC1CCN(C(=O)c2cc(COc3ccc(-n4cncn4)cc3)on2)CC1	5	2	-12	-5	-3	-3	20	3.8	-17
Cc1cc(C)cc(OCC(=O)NCC2CCCO2)c1 (stereo not given)	0	5	-15	-19	-2	-5	7	0.3	-13
O=C1CN2C(=Nc3ccc(Cl)cc3C2c2ccccc2)CN1 (stereo not given)	0	2	10	-6	-12	-2	7	-0.4	-7
N#Cc1ccccc1COC(=O)CCC(=O)c1cccs1	-3	3	15	13	4	-2	-21	0.3	7
CCCCC(C)n1[nH]c(=O)c2c(C)cc(C)nc21 (stereo not given)	8	-2	7	-19	-15	-5	5	0.1	-24
CC(C(=O)NC1CCCC1)N1CCN(S(=O)(=O)c2ccc(C(C)(C)C)cc2)CC1 (stereo not given)	7	2	-7	-18	-2	-1	8	0.1	-9
Cc1ccoc1C(=O)NCCNC(=O)c1occc1C	7	1	-8	-5	-12	-1	15	1.8	2
CS(=O)(=O)N(CC(=O)NC1CCCCCC1)Cc1ccc(Cl)cc1	11	4	-24	0	-8	-4	25	0.6	-15
C[C@H](CO)N1C[C@H](C)[C@@H](CN(C)Cc2ccncc2)Oc2ncc(Br)cc2C1=O	11	3	-16	-1	-18	-9	19	0.0	·
COc1ccccc1NC(=O)CC1C(=O)Nc2c1c(=O)n(C)c(=O)n2C (stereo not given)	10	1	-5	-14	-9	-1	16	0.6	-1
Cc1cccc(NCN2C(=O)c3ccncc3C2=O)n1	10	6	-9	3	-16	-6	13	0.7	-3
O=S(=O)(c1cc(Cl)ccc1Cl)N1CCN2CCCC2C1 (stereo not given)	-4	1	-2	-12	-7	-11	4	0.1	-6
O=C(c1ccco1)[C@@H]1[C@@H]2C(=O)N(c3ccccc3)C(=O)[C@@H]2C2c3ccccc3C=CN21 (stereo not given in full)	1	-1	-16	6	1	6	-1	1.4	-19
COc1cc(-c2nnc(SCC3(c4ccc(Br)cc4)OCCO3)o2)cc(OC)c1OC	-2	1	3	11	4	-3	3	-0.1	-26
O=C(COC(=O)C1CCC1)NCc1ccc(Cl)cc1Cl	1	-2	-6	-3	2	-3	5	0.2	-21
CN1C(=O)N(C)C2C1N(CN1CCCCC1)C(=O)N2CN1CCCCC1 (stereo not given)	6	12	-11	-7	-44	0	11	1.4	15
N#CC(=C1CCCC1)c1nc(-c2ccccc2O)cs1	-3	·	-4	·	8	-4	12	0.9	-7
Cc1ccccc1C(=O)NCc1ccncc1	1	4	-9	4	-14	-1	13	0.7	-8
